Assay outcomes (PubChem)
COUP-TFII inh – NR2F2 (human) inhibition, primary screen | P24468 | HEK293T NGFI-A luciferase reporter, luminescence | inhibition, % at 8.6 µM | 370,000 tested, 0.7% active;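 active = inhibition above a per-plate cutoff, mean inhibition of test wells between control levels plus 3 SD, cut at about 38% in these data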;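 also: cells cotransfected with COUP-TFII expression vector driving the NGFI-A reporter; 0% = median of COUP-TF2 test wells and 100% = reporter-only cells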
SRC1 inh – human NCOA1 inhibition. HEK293 GAL4-SRC1 luciferase reporter, luminescence. inhibition, % at 3.6 µM. Q15788. 360,000 tested, 0.12% active;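 active = inhibition above the campaign mean plus 3 SD, with each screening campaign given its own cutoff, cut at about 60% in these data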;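 also: 0% = DMSO treated cells and 100% = gossypol at 36 µM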
Target sequence (Q15788 whole entry, looked up, the tested form may be a part): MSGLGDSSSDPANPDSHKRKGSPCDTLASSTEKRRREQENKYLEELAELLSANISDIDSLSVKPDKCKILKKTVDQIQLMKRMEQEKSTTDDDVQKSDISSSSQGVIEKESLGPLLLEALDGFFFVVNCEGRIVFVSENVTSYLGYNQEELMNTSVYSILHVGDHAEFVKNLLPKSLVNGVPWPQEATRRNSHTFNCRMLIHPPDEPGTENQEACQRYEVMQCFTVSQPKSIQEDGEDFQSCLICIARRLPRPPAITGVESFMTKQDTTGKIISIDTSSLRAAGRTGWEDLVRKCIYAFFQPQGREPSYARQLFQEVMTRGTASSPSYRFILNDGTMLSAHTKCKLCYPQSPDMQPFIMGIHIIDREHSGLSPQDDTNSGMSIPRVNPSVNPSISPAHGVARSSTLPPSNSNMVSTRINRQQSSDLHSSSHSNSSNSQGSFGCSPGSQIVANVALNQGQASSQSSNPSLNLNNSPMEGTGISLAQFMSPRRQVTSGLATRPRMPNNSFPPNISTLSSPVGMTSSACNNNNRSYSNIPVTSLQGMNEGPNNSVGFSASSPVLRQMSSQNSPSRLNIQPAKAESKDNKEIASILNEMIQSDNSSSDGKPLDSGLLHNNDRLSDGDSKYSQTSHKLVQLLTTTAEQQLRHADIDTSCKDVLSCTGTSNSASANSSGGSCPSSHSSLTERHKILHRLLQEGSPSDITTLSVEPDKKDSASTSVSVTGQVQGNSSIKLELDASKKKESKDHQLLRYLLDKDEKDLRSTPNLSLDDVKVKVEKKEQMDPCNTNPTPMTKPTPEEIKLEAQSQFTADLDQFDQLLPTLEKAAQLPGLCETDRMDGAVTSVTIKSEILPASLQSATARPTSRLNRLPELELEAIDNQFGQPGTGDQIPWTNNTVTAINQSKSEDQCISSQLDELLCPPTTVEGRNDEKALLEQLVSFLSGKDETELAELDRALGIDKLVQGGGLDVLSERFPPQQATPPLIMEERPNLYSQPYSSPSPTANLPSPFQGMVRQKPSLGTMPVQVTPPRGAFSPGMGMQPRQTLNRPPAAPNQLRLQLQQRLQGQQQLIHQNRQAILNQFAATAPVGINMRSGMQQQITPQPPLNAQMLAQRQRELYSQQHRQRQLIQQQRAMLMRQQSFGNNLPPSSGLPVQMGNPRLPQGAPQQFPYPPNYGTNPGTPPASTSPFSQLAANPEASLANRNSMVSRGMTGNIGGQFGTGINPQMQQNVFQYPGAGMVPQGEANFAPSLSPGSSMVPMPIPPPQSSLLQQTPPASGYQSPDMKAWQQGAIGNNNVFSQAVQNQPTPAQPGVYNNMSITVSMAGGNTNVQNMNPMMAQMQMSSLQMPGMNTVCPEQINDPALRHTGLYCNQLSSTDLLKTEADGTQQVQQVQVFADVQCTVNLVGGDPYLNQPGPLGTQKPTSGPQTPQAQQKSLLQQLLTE
TROY NFkB inh – TROY signaling inhibition | Q293 LMP1-TROYcd NF-kB luciferase reporter, 4 h | inhibition, % at 10 µM | 360,000 tested, 0.98% active | AID 1347056;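 active = compounds whose plate-normalised and pattern-corrected inhibition of the luciferase reporter signal at the single screening dose is 50% or more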
NR5A2 inv ag – NR5A2 inverse agonism in reporter assay | HEK293T StAR-luciferase reporter, LRH-1 transfected, 24 h | AID 602396 | inhibition, % at 3.6 µM | 360,000 tested, 0.13% active;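 active = inhibition above the mean inhibition of all tested compounds plus 3 SD, cut at about 73% in these data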;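 also: 0% = DMSO wells and 100% = reporter-only cells lacking LRH-1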
ABHD5 PLIN5 PPI – ABHD5-PLIN5 protein interaction inhibition; Split G. princeps luciferase complementation, luminescence, 4 h; inhibition, % at 4 µM; 360,000 tested, 0.78% active; AID 602281;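 active = inhibition above the mean inhibition across every tested compound plus 3 SD, cut at about 22% in these data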;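 also: 0% = DMSO only wells and the 100% control is not disclosed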
SRC2 inh – inhibits human steroid receptor coactivator 2 | Q15596 | 370,000 tested, 0.17% active | inhibition, % at 9 µM | HEK293 GAL4-SRC2 luciferase reporter, luminescence;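 active = inhibition above the mean inhibition of all tested compounds plus 3 SD, set per campaign, cut at about 52% in these data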;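 also: 0% = DMSO treated cells and 100% = cells given Gossypol at 36 µM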
Granule exo inh – blocks lytic granule exocytosis; 360,000 tested, 0.66% active; TALL-104 LAMP-1 surface exposure, flow cytometry; cells stimulated with thapsigargin and PMA; AID 651702; inhibition, % at 10 µM;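 active = inhibition above about 55%, limit read from the data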
TLR9-MyD88 block – blocks human TLR9 binding to MyD88; CHO BLA complementation TLR9-MyD88, CCF4 FRET ratio; inhibition, % at 4.98 µM; 340,000 tested, 0.21% active; AID 504734;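 active = inhibition above the mean over all tested compounds plus 3 SD, cut at about 21% in these data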;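 also: 0% = DMSO only wells and 100% = clavulanate BLA inhibitor control wells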
SRC3 inh – inhibitors of human steroid receptor coactivator 3 (SRC3); Q9Y6Q9; HEK293 GAL4-SRC3 luciferase reporter, luminescence; inhibition, % at 3.6 µM; 360,000 tested, 0.17% active; AID 588352;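 active = inhibition above a per-campaign cutoff, the mean of all compounds plus 3 SD, cut at about 60% in these data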;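 also: 0% = DMSO-treated cells and 100% = gossypol-treated cells at 36 µM; higher means less SRC3-driven luciferase light from the GAL4 reporter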
NOD2 RIPK2 PPI – blocks binding of human NOD2 to RIPK2 | O43353 | CHO BLA complementation NOD2-RIPK2, CCF4 ratio | inhibition, % at 4.98 µM | 360,000 tested, 0.38% active | AID 624267; in the data active = inhibition above about 21%;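 also: 0% = vehicle only and 100% = reference blocker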
TWEAK-Fn14 inh – inhibitors of TWEAK-Fn14 interaction signaling. TWEAK-stimulated Fn14 reporter cells, luciferase luminescence, 8 h. inhibition, % at 10 µM. 360,000 tested, 2% active. AID 1159606; in the data active = inhibition above about 50%
An asterisk follows results filed as active. Not all compounds are listed; the hit share may differ from the screen's.

`CC(=O)N1CCN(c2ccc(Oc3nnnn3-c3ccccc3)cc2)CC1` gave COUP-TFII inh 6.4, SRC1 inh 0.7, TROY NFkB inh 1.6, NR5A2 inv ag 23.6, ABHD5 PLIN5 PPI 1.5, SRC2 inh 2.5, Granule exo inh -1.7, TLR9-MyD88 block -3.2, SRC3 inh 7.4, NOD2 RIPK2 PPI -5.3 and TWEAK-Fn14 inh 1.6.
N#C/C(=C\c1cccnc1)c1ccc(Br)cc1 was read as COUP-TFII inh -10.2, SRC1 inh -4.5, TROY NFkB inh -21.6, NR5A2 inv ag -8.5, ABHD5 PLIN5 PPI -6.7, SRC2 inh -25.5, Granule exo inh 2.0, TLR9-MyD88 block -8.6, SRC3 inh -13.3, NOD2 RIPK2 PPI 4.6 and TWEAK-Fn14 inh -1.5.
`N#Cc1c(N)nc(SCC(=O)NC2CCCCC2)c(C#N)c1-c1ccc(Cl)cc1` gave COUP-TFII inh 31.0, SRC1 inh -3.6, TROY NFkB inh 0.9, NR5A2 inv ag -0.3, ABHD5 PLIN5 PPI -1.8, SRC2 inh 3.6, Granule exo inh -1.6, TLR9-MyD88 block 1.8, SRC3 inh -12.7, NOD2 RIPK2 PPI -10.3 and TWEAK-Fn14 inh 11.9.
`Cc1cc2nc3ccc(N(C)C)cc3nc2cc1N` gave COUP-TFII inh -51.5, SRC1 inh -94.6, TROY NFkB inh -18.9, NR5A2 inv ag -151.8, ABHD5 PLIN5 PPI -19.0, SRC2 inh -36.7, Granule exo inh -1.4, TLR9-MyD88 block -7.9, SRC3 inh -70.8, NOD2 RIPK2 PPI -8.6 and TWEAK-Fn14 inh 21.7.
Screening COc1ccccc1C(=O)OC(C)CN1CCN(C)CC1 (stereo unspecified) returned COUP-TFII inh 10.4, SRC1 inh -14.7, TROY NFkB inh 5.9, NR5A2 inv ag -15.2, ABHD5 PLIN5 PPI -8.7, SRC2 inh -17.3, Granule exo inh -3.3, TLR9-MyD88 block -5.9, SRC3 inh 2.5, NOD2 RIPK2 PPI -5.3 and TWEAK-Fn14 inh 9.2.
For CCC(C)NC(=O)c1nc2c(nnn2Cc2ccccc2Cl)c(=O)[nH]1 (stereo unspecified) the results were COUP-TFII inh 6.3, SRC1 inh 2.2, TROY NFkB inh 19.6, NR5A2 inv ag -3.9, ABHD5 PLIN5 PPI -1.2, SRC2 inh 17.2, Granule exo inh 15.4, TLR9-MyD88 block 0.5, SRC3 inh 9.1, NOD2 RIPK2 PPI 0.2 and TWEAK-Fn14 inh 7.3.
`CCC(C)(C)NC(=O)C(c1cccc(OC)c1OC)N(CCOC)C(=O)CCC(=O)Nc1cc(C)on1` (stereo unspecified) gave COUP-TFII inh 3.5, SRC1 inh 8.4, TROY NFkB inh -5.5, NR5A2 inv ag 1.0, ABHD5 PLIN5 PPI -13.6, SRC2 inh 18.8, Granule exo inh 1.0, TLR9-MyD88 block -4.4, SRC3 inh -12.3, NOD2 RIPK2 PPI -4.9 and TWEAK-Fn14 inh 3.2.
For CC(Oc1ccccc1F)C(=O)NC1CCS(=O)(=O)C1 (stereo unspecified) the results were COUP-TFII inh 11.0, SRC1 inh 2.4, TROY NFkB inh 3.6, NR5A2 inv ag -3.3, ABHD5 PLIN5 PPI 5.6, SRC2 inh -18.4, Granule exo inh -1.6, TLR9-MyD88 block -11.8, SRC3 inh 16.4, NOD2 RIPK2 PPI -3.2 and TWEAK-Fn14 inh 7.9.
For Cc1cc(NC(=O)COC(=O)c2ccc(S(=O)(=O)N3CCCC3)cc2)no1 the results were COUP-TFII inh 17.2, SRC1 inh 0.8, TROY NFkB inh 4.2, NR5A2 inv ag -2.9, ABHD5 PLIN5 PPI 0.1, SRC2 inh 24.6, Granule exo inh -1.7, TLR9-MyD88 block -4.6, SRC3 inh 2.6, NOD2 RIPK2 PPI 8.1 and TWEAK-Fn14 inh 0.3.
`N=c1c2ccccc2nnn1-c1ccccc1[N+](=O)[O-]` gave COUP-TFII inh -8.1, SRC1 inh -17.8, TROY NFkB inh -20.1, NR5A2 inv ag 4.5, ABHD5 PLIN5 PPI -2.8, SRC2 inh -9.0, Granule exo inh -5.7, TLR9-MyD88 block -0.3, SRC3 inh -8.5, NOD2 RIPK2 PPI -8.3 and TWEAK-Fn14 inh -36.1.
`COc1cc(/C=N/n2nnnc2N)cc(Cl)c1OC` gave COUP-TFII inh 5.6, SRC1 inh -6.4, TROY NFkB inh 2.7, NR5A2 inv ag 8.6, ABHD5 PLIN5 PPI 2.6, SRC2 inh -20.5, Granule exo inh -6.2, TLR9-MyD88 block -1.4, SRC3 inh 8.9, NOD2 RIPK2 PPI -2.1 and TWEAK-Fn14 inh -8.3.
CCOC(=O)c1ccc(NS(=O)(=O)c2ccc(-c3coc(C)n3)cc2)cc1 was read as COUP-TFII inh -0.1, SRC1 inh -22.2, TROY NFkB inh -3.2, NR5A2 inv ag -11.1, ABHD5 PLIN5 PPI -12.8, SRC2 inh 9.2, Granule exo inh 15.8, TLR9-MyD88 block 1.6, SRC3 inh -24.8, NOD2 RIPK2 PPI -6.4 and TWEAK-Fn14 inh -2.7.
COc1cccc(Oc2ccc(OC)cc2C(=O)O)c1 was read as COUP-TFII inh -4.2, SRC1 inh 15.1, TROY NFkB inh -2.2, NR5A2 inv ag -3.7, ABHD5 PLIN5 PPI -8.8, SRC2 inh -6.2, Granule exo inh -0.6, TLR9-MyD88 block 0.3, SRC3 inh 9.7, NOD2 RIPK2 PPI -9.6 and TWEAK-Fn14 inh 4.8.
`CSC(=O)CC(=O)NC(=O)c1ccccc1` gave COUP-TFII inh -16.7, SRC1 inh 4.0, TROY NFkB inh 15.1, NR5A2 inv ag 13.4, ABHD5 PLIN5 PPI 3.3, SRC2 inh -45.4, Granule exo inh -1.4, TLR9-MyD88 block -2.4, SRC3 inh 12.8, NOD2 RIPK2 PPI 3.6 and TWEAK-Fn14 inh -2.2.
O=C(O)CC12CC3CC(C1)CC(n1cncn1)(C3)C2 was read as COUP-TFII inh 17.3, SRC1 inh -3.6, TROY NFkB inh 1.1, NR5A2 inv ag -14.5, ABHD5 PLIN5 PPI 2.0, SRC2 inh 15.9, Granule exo inh 1.0, TLR9-MyD88 block 6.2, SRC3 inh 11.7, NOD2 RIPK2 PPI -2.5 and TWEAK-Fn14 inh -1.8.
For Cc1ccc(CONS(=O)(=O)c2cc(C)ccc2C)cc1 the results were COUP-TFII inh 5.0, SRC1 inh 10.7, TROY NFkB inh -3.2, NR5A2 inv ag 13.1, ABHD5 PLIN5 PPI -1.9, SRC2 inh 5.7, Granule exo inh -1.8, TLR9-MyD88 block -7.8, SRC3 inh 4.3, NOD2 RIPK2 PPI 0.4 and TWEAK-Fn14 inh -9.3.
Screening O=C(NCc1ccccc1)c1ccc(-c2cn[nH]c2)c2ccoc12 returned COUP-TFII inh -43.8, SRC1 inh -14.0, TROY NFkB inh -11.5, NR5A2 inv ag -18.1, ABHD5 PLIN5 PPI 1.3, SRC2 inh -51.6, Granule exo inh 6.1, SRC3 inh -27.3, NOD2 RIPK2 PPI -4.9 and TWEAK-Fn14 inh -21.7.
For O=C(CCCOc1ccc(Cl)cc1)Nc1nncs1 the results were COUP-TFII inh 3.8, SRC1 inh -0.1, TROY NFkB inh -5.7, NR5A2 inv ag 7.8, ABHD5 PLIN5 PPI 2.5, SRC2 inh -8.0, Granule exo inh -4.5, TLR9-MyD88 block -1.8, SRC3 inh -2.1, NOD2 RIPK2 PPI -6.5 and TWEAK-Fn14 inh -15.0.
For CC1CCCCN1S(=O)(=O)c1ccc2c(c1)CCN2C(=O)CCC(=O)O (stereo unspecified) the results were COUP-TFII inh -4.5, SRC1 inh -4.5, TROY NFkB inh 1.1, NR5A2 inv ag 7.7, ABHD5 PLIN5 PPI -7.3, SRC2 inh -3.0, Granule exo inh -0.9, TLR9-MyD88 block 2.5, SRC3 inh 7.9, NOD2 RIPK2 PPI -3.3 and TWEAK-Fn14 inh -2.5.
O=C(Nc1cccnc1)/C(N=Nc1ccc(Cl)c(C(F)(F)F)c1)=C(\O)c1ccccc1 was read as COUP-TFII inh -0.3, SRC1 inh -12.6, TROY NFkB inh 10.1, NR5A2 inv ag -3.5, ABHD5 PLIN5 PPI -1.3, SRC2 inh 13.9, Granule exo inh -0.3, TLR9-MyD88 block -1.3, SRC3 inh 14.2, NOD2 RIPK2 PPI -24.1 and TWEAK-Fn14 inh 0.1.

Brought forward from above: two entries; new compounds follow.
For CC1CCCCN1S(=O)(=O)c1ccc2c(c1)CCN2C(=O)CCC(=O)O (stereo unspecified) the results were COUP-TFII inh -4.5, SRC1 inh -4.5, TROY NFkB inh 1.1, NR5A2 inv ag 7.7, ABHD5 PLIN5 PPI -7.3, SRC2 inh -3.0, Granule exo inh -0.9, TLR9-MyD88 block 2.5, SRC3 inh 7.9, NOD2 RIPK2 PPI -3.3 and TWEAK-Fn14 inh -2.5.
O=C(Nc1cccnc1)/C(N=Nc1ccc(Cl)c(C(F)(F)F)c1)=C(\O)c1ccccc1 was read as COUP-TFII inh -0.3, SRC1 inh -12.6, TROY NFkB inh 10.1, NR5A2 inv ag -3.5, ABHD5 PLIN5 PPI -1.3, SRC2 inh 13.9, Granule exo inh -0.3, TLR9-MyD88 block -1.3, SRC3 inh 14.2, NOD2 RIPK2 PPI -24.1 and TWEAK-Fn14 inh 0.1.
`Cc1c(NP(=O)(Oc2ccccc2F)Oc2ccccc2F)c(=O)n(-c2ccccc2)n1C` gave COUP-TFII inh 3.6, SRC1 inh -5.8, TROY NFkB inh 7.8, NR5A2 inv ag -22.8, ABHD5 PLIN5 PPI 0.8, SRC2 inh -9.6, Granule exo inh -0.5, TLR9-MyD88 block 4.1, SRC3 inh -4.8, NOD2 RIPK2 PPI -8.3 and TWEAK-Fn14 inh -1.1.
C=CCC(=O)N1CCCC(CO)(Cc2ccc(F)cc2F)C1 (stereo unspecified) was read as COUP-TFII inh 3.5, SRC1 inh -26.3, TROY NFkB inh 1.5, NR5A2 inv ag -1.9, ABHD5 PLIN5 PPI 0.5, SRC2 inh 3.8, Granule exo inh -6.4, TLR9-MyD88 block 10.2, SRC3 inh -0.8, NOD2 RIPK2 PPI -11.0 and TWEAK-Fn14 inh -3.1.
`O=C1CC(N2CCOCC2)=NN1c1ccc([N+](=O)[O-])cc1` gave COUP-TFII inh 6.7, SRC1 inh 1.6, TROY NFkB inh -9.1, NR5A2 inv ag 5.1, ABHD5 PLIN5 PPI -35.1, SRC2 inh 5.8, Granule exo inh 2.6, TLR9-MyD88 block 2.7, SRC3 inh 8.3, NOD2 RIPK2 PPI -4.0 and TWEAK-Fn14 inh -17.5.
Screening O=C(NCC1CCN(S(=O)(=O)c2ccccc2)CC1)Nc1ccccc1 returned COUP-TFII inh 15.1, SRC1 inh 8.1, TROY NFkB inh 6.4, NR5A2 inv ag -5.1, ABHD5 PLIN5 PPI -1.2, SRC2 inh -13.5, Granule exo inh -5.0, TLR9-MyD88 block 1.9, SRC3 inh 14.6, NOD2 RIPK2 PPI -9.3 and TWEAK-Fn14 inh 13.2.
CN1CCN(S(=O)(=O)c2ccc(N(C)Cc3ccc(C(F)(F)F)cc3)c([N+](=O)[O-])c2)CC1 was read as COUP-TFII inh 22.6, SRC1 inh 5.5, TROY NFkB inh 17.2, NR5A2 inv ag 1.7, ABHD5 PLIN5 PPI 3.8, SRC2 inh 25.4, Granule exo inh -4.0, TLR9-MyD88 block -0.9, SRC3 inh 8.6, NOD2 RIPK2 PPI 3.6 and TWEAK-Fn14 inh 15.8.
